Assay outcomes: PubChem BioAssay, National Center for Advancing Translational Sciences (NCATS)
12-LOX inh: Primary qHTS assay for inhibitors of human arachidonate 12S-lipoxygenase (ALOX12): Round 2 | AID 1671190, 2021 | Potency, µM (top dose mostly 108 µM), inactives show top-dose activity change, negative = inhibition, hits mostly inhibitors | Polyunsaturated fatty acid lipoxygenase ALOX12 (Homo sapiens), P18054 | 580,000 tested, 1.1% active | purified 12hLO, xylenol orange hydroperoxide absorbance; active means well fitted inhibition curve with a large enough effect; inconclusive means small, poorly fitted or top-dose-only effect, or another doubt; inactive means no such curve, though single readings can be large or run the other way
Target sequence (P18054 whole entry, looked up): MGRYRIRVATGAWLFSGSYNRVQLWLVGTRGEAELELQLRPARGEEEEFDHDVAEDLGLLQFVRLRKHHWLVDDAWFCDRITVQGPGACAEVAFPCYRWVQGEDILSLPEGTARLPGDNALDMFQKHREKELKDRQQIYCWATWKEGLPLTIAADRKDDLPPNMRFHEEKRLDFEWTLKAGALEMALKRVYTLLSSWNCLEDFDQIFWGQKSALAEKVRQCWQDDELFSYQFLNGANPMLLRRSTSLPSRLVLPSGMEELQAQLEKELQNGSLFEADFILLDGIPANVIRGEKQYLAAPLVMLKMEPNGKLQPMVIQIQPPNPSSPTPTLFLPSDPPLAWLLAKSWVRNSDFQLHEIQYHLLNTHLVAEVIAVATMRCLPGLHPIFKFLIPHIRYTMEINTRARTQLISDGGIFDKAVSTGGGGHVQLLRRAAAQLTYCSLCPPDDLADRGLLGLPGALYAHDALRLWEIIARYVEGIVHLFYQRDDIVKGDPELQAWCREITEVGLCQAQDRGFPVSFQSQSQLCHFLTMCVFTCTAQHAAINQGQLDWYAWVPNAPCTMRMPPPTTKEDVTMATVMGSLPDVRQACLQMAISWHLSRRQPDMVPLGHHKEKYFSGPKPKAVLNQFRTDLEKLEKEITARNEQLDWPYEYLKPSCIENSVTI
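Purified human 12hLO at 150 nM in 25 mM Hepes, 0.01% Triton X-100, pH 7.0, preincubated 15 min at room temperature with compound. Reaction started with 40 uM arachidonic acid, 30 min at room temperature. Hydroperoxide measured by Fe-xylenol orange, 573/405 nm absorbance ratio.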
An asterisk follows results filed as active; [ ] = remark or other dose. On the % scale 0 is the no-effect control and ±100 the full control effect; potency means the concentration at half of the fitted maximal effect.

O=C(C(=O)N1CCN(c2ccccc2)CC1)c1ccccc1 was read as 12-LOX inh -12%.
For O=C(OCc1nc2ccccc2o1)c1ccccc1Br the results were 12-LOX inh -13%.
For CN1CCCCCCN(C(=O)NC2CCCCC2)CCC1=O the results were 12-LOX inh 15%.
`CC(=O)NCCc1ncc(C)n1C1CCCCC1` gave 12-LOX inh 53%[activator].
Screening CN(C)c1ccc(CN[C@H]2CC(C)(C)[C@@H]3C[C@@](C)(O)CC[C@]23CCC(=O)NCCc2c[nH]c3ccccc23)cc1 returned 12-LOX inh inconclusive.
For Nc1ncnc(Nc2ccccc2Cl)c1[N+](=O)[O-] the results were 12-LOX inh 13%.
Cc1ccc(/C=N/Nc2ccc(Cl)c(Cl)c2)cc1 was read as 12-LOX inh inconclusive.
CCOC(=O)c1sc(NC(=O)C2CC(=O)N(c3cccc(C)c3C)C2)nc1C (stereo not given) was read as 12-LOX inh -16%.
Screening CCCNc1nc2ccccc2nc1C(=O)Nc1ccccc1C returned 12-LOX inh -2%.
`O=C(NC1(c2ccccc2)CCC1)c1cc(=O)[nH]c2ccccc12` gave 12-LOX inh 11µM*.
For O=c1c2nc(-c3cccc(O)c3)ccc2ncn1Cc1ccccn1 the results were 12-LOX inh 6%[176 µM].
For O=C(NCc1ccccn1)C1CCN(C(=O)c2ccc(C(F)(F)F)cc2)CC1 the results were 12-LOX inh -3%.
CC1=C(C(=O)N(C)C)C(c2ccc(Cl)cc2)N2C(CC(=O)NCC3CCCO3)=CSC2=N1 (stereo not given) was read as 12-LOX inh 30%[activator].
Screening Cc1cn2nc(C(=O)N3CCC(NC(=O)Cc4ccc(Cl)cc4)CC3)cc2c(=O)[nH]1 returned 12-LOX inh 4%.
`COc1ccccc1-c1cc(=O)c2cc(NC(=O)c3ccccc3Br)ccc2o1` gave 12-LOX inh inconclusive.
CCCc1c(C)nc(Nc2nc(C)c3cc(CC)ccc3n2)[nH]c1=O was read as 12-LOX inh 12%.
`CC(=O)N1C[C@@H](CN2C(=O)CCC2=O)[C@@H]2C[C@H]1c1ccccc1N2C` gave 12-LOX inh 2%.
For c1cc(CNCCCN2CCCCC2)cs1 the results were 12-LOX inh inconclusive.
For CC(=O)c1c(C)[nH]c(C)c1C the results were 12-LOX inh -8%.
`CCCCOc1ccc(NC(=O)C(C)C)c2cccnc12` gave 12-LOX inh 17%.
Cc1cccc(NC(=O)CNC(=O)c2cc(=O)c3ccccc3o2)c1C was read as 12-LOX inh -15%.
`COc1ccccc1-c1nc2nccc(-c3ccsc3)n2n1` gave 12-LOX inh 31%.
Screening CCOc1ccccc1CNC(=O)c1ncoc1-c1ccc(OC)cc1 returned 12-LOX inh -1%.
`C/C(CC1CC2=C(CC1(C)C)C(C)(C)CCC2)=N\O` (stereo not given) gave 12-LOX inh -4%.
`CC1CCCCC1NC(=S)Nc1cccc2cnccc12` (stereo not given) gave 12-LOX inh -5%.
Screening Fc1ccc(CNC2(Cc3cc(-c4ccccn4)on3)COC2)cc1 returned 12-LOX inh 12%[176 µM].
For CNC(=O)NC(=O)C(C)n1nc(C(=O)O)c2ccccc2c1=O (stereo not given) the results were 12-LOX inh 2%.
Cc1c(C)n(CCCN2CCOCC2)c2ncn3nc(CSc4nc5ccccc5o4)nc3c12 was read as 12-LOX inh -1%.
COCc1nc2nccc(-c3ccccc3)n2n1 was read as 12-LOX inh 42%[activator].
`COc1ccc(-c2nc(C3CC(=O)N(c4ccc(F)c(Cl)c4)C3)no2)cc1` (stereo not given) gave 12-LOX inh 4%.
CCOCCCNC(=O)CSCc1nc(-c2cccc(OC)c2)oc1C was read as 12-LOX inh -5%.
`CN(C)C(=O)C1CCc2nnc(C3CCN(C(=O)Nc4ccc(Cl)cc4)CC3)n21` (stereo not given) gave 12-LOX inh 0%[6.33 µM].
Screening CCOc1ccc(NC(=O)N2CCN(C)C3(CCC(=O)N(C)CC3)C2)cc1 (stereo not given) returned 12-LOX inh 67%[activator].
Screening CC(NS(=O)(=O)Cc1ccccc1)c1cccs1 (stereo not given) returned 12-LOX inh -8%.
Screening O[C@@H]1C[C@@H](c2nc(-c3ccc(F)cc3)no2)N(CC2CCCCC2)C1 returned 12-LOX inh 46%[176 µM].
`Cc1cc(C)n(CCC(=O)N2CC(Oc3cccc(-c4nc(-c5ccccc5)no4)c3)C2)n1` gave 12-LOX inh 28%.
CC1CCC(NC(=O)CN2C(=O)NC3(CCCCC3)C2=O)CC1 (stereo not given) was read as 12-LOX inh 14%.
`O=C(c1cccc(F)c1)N1CCCC(Cc2noc(-c3ccccc3)n2)C1` (stereo not given) gave 12-LOX inh 29%.
For Cc1c(Cl)cccc1NC(=O)Cn1nc(C)c2ccccc2c1=O the results were 12-LOX inh inconclusive.
`CCC(C)c1ccc(C(N)C(C)C)cc1` (stereo not given) gave 12-LOX inh 5%.
For COc1ccc(C2=Nc3ccccc3NC(=O)C2N(Cc2ccccc2)C(=O)C2=NNC(=O)CC2)cc1 (stereo not given) the results were 12-LOX inh -41%.
`COCc1noc([C@@H]2CN(C(=O)Cc3ccccc3)C[C@H]2CO)n1` gave 12-LOX inh 44%[activator].
CC(C)(C)CCN1CC(Oc2cccc(C(=O)N3CCOCC3)c2)C1 was read as 12-LOX inh 22µM*.
Screening CC(C)c1ccccc1NC(=O)Cn1cccc1-c1nc(-c2ccccc2)no1 returned 12-LOX inh 10%.
CS(=O)(=O)Cc1ccc(C(=O)OCc2ccc(Cl)cc2)cc1 was read as 12-LOX inh -21%.
Screening Cc1ccc(OCCC2CCN(C(=O)CC(F)(F)F)C2)cc1 (stereo not given) returned 12-LOX inh 46%[activator].
For O=S(=O)(c1cccs1)N1CCCC(c2nc(-c3ccccc3)no2)C1 (stereo not given) the results were 12-LOX inh 3%.
For CN1CCC(N[C@H]2CC(C)(C)[C@@H]3C[C@@](C)(O)CC[C@]23CCC(=O)N2CCOCC2)CC1 the results were 12-LOX inh -16%.
`CC(C)Cc1nnc(NC(=O)C2(c3cccc(F)c3)CCC2)s1` gave 12-LOX inh 15%.
`CN(CC1CCOC1)S(=O)(=O)c1ccccc1C(F)(F)F` (stereo not given) gave 12-LOX inh 11%.
CC(C)N1C[C@H](O)C[C@H]1c1nc(-c2ccc(C(F)(F)F)cc2)no1 was read as 12-LOX inh 20%[176 µM].
Screening CN(C)CCN1CCN(C2CN(Cc3ccccc3)S(=O)(=O)C2)CC1 (stereo not given) returned 12-LOX inh 2%.
`O=C(c1cnn(-c2ccccc2)c1-n1cccc1)N1CCN(c2ccccc2)CC1` gave 12-LOX inh -12%.
Screening Cn1nc(C(=O)NC[C@@H]2C[C@H](F)CN2)cc1-c1cccs1 returned 12-LOX inh -2%.
Screening CC(=O)NCCC(=O)N(C)CC(=O)Nc1ccccc1C(F)(F)F returned 12-LOX inh 37%[activator].
For COC(=O)C1=C(C)Nc2nc3ccccc3n2C1c1cccc(C)c1 (stereo not given) the results were 12-LOX inh 45%[activator].
Screening CCOCc1nc(C2CCCN(C(=O)Cc3cccc(F)c3)C2)no1 (stereo not given) returned 12-LOX inh 58%[activator].
Screening COc1ccc2[nH]c(C(=O)N3CCC4(CC3)c3nc[nH]c3CCN4C)cc2c1 returned 12-LOX inh 12%.
`CN(Cc1ccccc1)Cc1cn([C@H]2CO[C@H]3[C@@H]2OC[C@@H]3NCc2ccccc2)nn1` gave 12-LOX inh -65%[176 µM].
Screening CN(Cc1ccc(C(=O)NCC(F)(F)F)cc1)C(=O)Nc1ccccc1 returned 12-LOX inh 22%.
CC(C)NC(=O)C1CCCN1c1nc2ncccc2o1 (stereo not given) was read as 12-LOX inh -12%[176 µM].
Cc1ccc(NC(=S)NCc2ccccc2Cl)cc1 was read as 12-LOX inh inconclusive.
For O=C(NCCc1nc2ccccc2[nH]1)C1CC(=O)N(c2n[nH]c3ccccc23)C1 (stereo not given) the results were 12-LOX inh 40%.
Screening CC1=C(C(=O)OC(C)C)C(c2ccc(Cl)cc2Cl)CC(=O)N1 (stereo not given) returned 12-LOX inh 24%.
`CCOc1ccc(C(C)NC(=O)C2CCCN(c3cnc4nccnc4c3)C2)cc1` (stereo not given) gave 12-LOX inh inconclusive.
`CCO[C@H]1CN(C(=O)Cc2nc(C)sc2C)C[C@@H]1O` gave 12-LOX inh -4%.
`CCN1CCN(c2nc3c(s2)CN(Cc2ccccn2)CC3)CC1` gave 12-LOX inh 169%[activator].
`OC[C@@H]1CN(Cc2cccs2)C[C@H](n2cnc3c(NCc4ccncc4)ncnc32)O1` gave 12-LOX inh 3%.
`Clc1cccc(Cc2c(-c3ccco3)nc3ccc(Cl)cn23)c1` gave 12-LOX inh 22µM*.
`CCN(c1ccc(-c2csc(-c3ccsc3)n2)cc1)S(C)(=O)=O` gave 12-LOX inh inconclusive.
COc1c(C)cc(C(O)c2ncc(-c3ccccc3)[nH]2)cc1C (stereo not given) was read as 12-LOX inh -15%.
Screening CCCc1ccc(-c2cc(C(=O)O)c3ccccc3n2)cc1 returned 12-LOX inh inconclusive.
Screening CCNc1c(NC(=O)c2ccccc2Br)c(=O)oc2ccccc12 returned 12-LOX inh 0%.
`Cc1ccc(OCCOc2ccc3ccc(=O)oc3c2)cc1C` gave 12-LOX inh -13%.
CNC(=O)C[C@H]1C(=O)N(C2CCCCC2)C[C@@H]1CSC was read as 12-LOX inh -2%.
For CN1CCOc2c(C(=O)NCCN3CCNC3=O)cc(-c3cccnc3)cc21 the results were 12-LOX inh 1%[176 µM].
`CNCc1cccc(F)c1` gave 12-LOX inh 4%[12.5 µM].
Cc1ccc(-c2noc(COC(=O)Cc3n[nH]c(=O)c4ccccc34)n2)cc1 was read as 12-LOX inh 6%.
For O=C1NC2(CCN([S+](=O)([O-])c3cccc(C(F)(F)F)c3)C2)COc2ccccc21 (stereo not given) the results were 12-LOX inh 95%[activator].
Screening CC1(C(=O)Nc2cccc3c2CCCC3)CCN1C(=O)CCC1CCCC1 (stereo not given) returned 12-LOX inh -3%.
Screening CN(Cc1cccc(F)c1)C(=O)CCNC(=O)Nc1ccccc1 returned 12-LOX inh 2%.
For CN(C)S(=O)(=O)c1ccc2c(c1)cc(C(=O)NCCc1ccco1)n2C the results were 12-LOX inh -15%.
Screening CC(C)C[C@H](NC(=O)c1cccs1)C(=O)N1CCC[C@H]1C(=O)NCc1ccccc1 returned 12-LOX inh 12%.
`COc1ccccc1/C=C(\C#N)C(=O)Nc1cccc(C(F)(F)F)c1` gave 12-LOX inh 29%.
`Cc1ccc(CNCCCn2ccnc2)cc1` gave 12-LOX inh inconclusive.
`CCC1CCc2c(sc(NC(=O)CC(C)(C)C)c2C#N)C1` (stereo not given) gave 12-LOX inh 0%.
COCc1ccc(CNC(=O)/C=C/c2ccccc2)cc1 was read as 12-LOX inh inconclusive.
`CCCC(=O)Nc1ccc(CNCc2ccc(F)c(Br)c2)cc1` gave 12-LOX inh 2%.
Screening Cc1ccc(C)c(N2CCN(C(=O)C3CCCN(c4nnc(-n5cccc5)s4)C3)CC2)c1 (stereo not given) returned 12-LOX inh -1%.
Screening COc1ccc(-c2coc3c(C(=O)NC4CCCCC4)cccc23)c(C)c1 returned 12-LOX inh -12%.
For O=S(=O)(NC1CCSc2c(F)cccc21)c1cccc(F)c1 (stereo not given) the results were 12-LOX inh 0%.
Screening Cc1cc(C(=O)NCC2CCC3(CCN(Cc4ccc(F)cc4)CC3)O2)n(C)n1 (stereo not given) returned 12-LOX inh 5%.
For C[C@@H]1CN([C@@H](C)CO)C(=O)CCCn2nncc2CO[C@H]1CN(C)C(=O)c1ccc(N2CCN(C)CC2)cc1 the results were 12-LOX inh 2%.
`C[C@@H]1COc2cccc(N3CCCC3)c2S(=O)(=O)N1` gave 12-LOX inh 2%.
Screening O=C(NCCc1ccccc1)c1ccccc1C(F)(F)F returned 12-LOX inh 15%.
CCOc1ccccc1CN1CCC2(CCN(C(=O)COC)CC2)Oc2ccccc21 was read as 12-LOX inh -2%.
Cc1cc(OC(=O)c2cccc(C)c2C)ccc1C(C)C was read as 12-LOX inh 1%.
O=C(O)c1cccc(S(=O)(=O)Nc2ccccc2Oc2ccccc2)c1 was read as 12-LOX inh -27%.
Screening CCOc1cc(=O)n2c(c1C(=O)N1CCN(C3CCCCC3)CC1)CCCCC2 returned 12-LOX inh 11%.

A portion of the library; the hit share may differ from the screen's.
